Bioassay records deposited in PubChem BioAssay by several laboratories.
Candida biofilm – kills Candida albicans biofilms; actives 0.14% (n = 85,000); C. albicans biofilm + clotrimazole, Alamar Blue; AID 834; inhibition, % at 6 µM;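 active = inhibition above 20%; inactive = inhibition below 20%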;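 also: preformed 24 hr biofilms exposed to compound for 48 hr; 0% = biofilm without compound and 100% = blank killed by clotrimazole plus chlorhexidine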
H69AR inhibit – blocks growth of human H69AR lung tumor cells; H69AR lung tumor viability, ATP luminescence, 72 h; active compounds read low; actives 6% (n = 85,000); viability, % at 10 µM; AID 598;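 active = viability at or below 40%; inactive = viability above 40%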;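 also: multidrug resistant small cell line overexpressing MRP-1 efflux transporter; 100% = mean luminescence of untreated control wells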
HUVEC inhibit – human endothelial cell proliferation inhibition. HUVEC proliferation, CellTiter-Glo luminescence, 72 h; active compounds read low. viability, % at 10 µM (by protocol). actives 1.1% (n = 86,000);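 active = viability at or below 30%; inactive = viability above 30%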;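 also: 100% = median luminescence of DMSO-only cell control wells on each plate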
Fibroblast inh – blocks proliferation of human lung fibroblasts | viability, % at 10 µM | actives 1.1% (n = 85,000) | AID 719 | LL 47 human lung fibroblast viability, ATP luminescence; active compounds read low;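 active = viability at or below 50% in the single dose screen; inactive = viability above 50%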;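 also: compound exposure lasted 72 h before the ATP readout; 100% = median luminescence of untreated cell-only wells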
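material = human LL 47 lung fibroblast cells | dosing = compounds added from tenfold dosing solution, 0.1% DMSO final | timing = overnight cell rest, 72 h compound treatment at 37 °C | measured by = CellTiter-Glo luminescence measuring cellular ATP | evaluation = % viability versus median cells-only luminescence | control set = cell-only wells, no compound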
ERa SRC1 pot – enhances coactivator binding to human estrogen receptor alpha; coactivator binding (% of control), % at 25.6 µM; actives 1.3% (n = 86,000); P03372; AID 639; TR-FRET ERalpha-LBD/SRC-Cy5 coactivator binding, 2 h; 100 = basal binding, no effect; in the data active = activity above about 200%;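 also: binding measured in presence of low estradiol as agonist stimulus; 0% = peptide alone without receptor and 100% = receptor with peptide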
Smad3 FoxH1 inh – blocks human Smad3 binding to FoxH1 peptide; inhibition, % at 25 µM; TR-FRET Smad3/Dy647-FoxH1 peptide binding, europium anti-His; P84022; actives 0.29% (n = 88,000);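 active = compounds that reduce the energy-transfer binding signal between the protein and its labelled peptide by more than half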;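 also: 0% = Smad3 plus labelled peptide maximal FRET and 100% = peptide-only background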
Target sequence (P84022 whole entry, looked up): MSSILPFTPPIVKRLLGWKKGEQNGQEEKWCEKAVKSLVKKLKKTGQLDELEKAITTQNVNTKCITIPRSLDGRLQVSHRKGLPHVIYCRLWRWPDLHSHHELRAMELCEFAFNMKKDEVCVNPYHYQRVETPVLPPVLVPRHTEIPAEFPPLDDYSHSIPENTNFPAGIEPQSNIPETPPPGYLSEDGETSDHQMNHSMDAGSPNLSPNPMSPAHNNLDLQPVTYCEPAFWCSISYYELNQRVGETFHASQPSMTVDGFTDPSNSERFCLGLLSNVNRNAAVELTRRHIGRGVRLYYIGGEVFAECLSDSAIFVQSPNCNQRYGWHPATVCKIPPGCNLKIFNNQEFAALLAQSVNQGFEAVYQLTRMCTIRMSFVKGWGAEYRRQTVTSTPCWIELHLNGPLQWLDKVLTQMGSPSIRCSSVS
sEH act – activators of human soluble epoxide hydrolase. actives 0.04% (n = 91,000). P34913. activation, % at 2 µM. purified human sEH enzymatic activity, activator screen; in the data active = activation above about 37%; also: values of inactives mirror those of a sister screen read the other way
ERb coact inh – ER-beta (human) coactivator binding inhibition; TR-FRET ER-beta LBD / SRC1-Cy5 peptide binding; receptor agonist-loaded with 1 µM estradiol; inhibition, % at 25.6 µM; actives 1.3% (n = 86,000); AID 633;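 active = compounds whose percent inhibition of the receptor-coactivator binding signal exceeds about 50% in the single-dose screen, limit read from the data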;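 also: 0% = receptor plus peptide wells without compound and 100% = peptide-only wells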
Target sequence (Q92731 whole entry, looked up, the tested form may be a part): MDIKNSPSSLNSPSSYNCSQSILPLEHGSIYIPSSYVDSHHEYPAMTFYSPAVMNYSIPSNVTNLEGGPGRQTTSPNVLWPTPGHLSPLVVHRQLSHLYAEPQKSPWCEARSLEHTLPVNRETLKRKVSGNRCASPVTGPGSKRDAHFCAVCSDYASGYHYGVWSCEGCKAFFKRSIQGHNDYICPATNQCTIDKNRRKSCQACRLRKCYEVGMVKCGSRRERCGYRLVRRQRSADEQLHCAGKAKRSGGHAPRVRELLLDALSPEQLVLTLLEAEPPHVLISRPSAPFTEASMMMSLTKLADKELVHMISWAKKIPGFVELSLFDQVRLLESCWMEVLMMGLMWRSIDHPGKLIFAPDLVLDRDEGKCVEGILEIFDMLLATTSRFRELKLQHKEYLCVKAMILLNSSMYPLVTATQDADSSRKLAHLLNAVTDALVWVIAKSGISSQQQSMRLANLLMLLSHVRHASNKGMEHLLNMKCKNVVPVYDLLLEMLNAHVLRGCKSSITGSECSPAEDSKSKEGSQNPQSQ
ERa SRC1 inh – blocks coactivator binding to human estrogen receptor alpha | P03372 | TR-FRET ER-alpha LBD / SRC-1 peptide, estradiol-bound | inhibition, % at 25.6 µM | actives 1.7% (n = 86,000); in the data active = inhibition above about 50%;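 also: 0% = receptor plus peptide control and 100% = peptide only without receptor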
An asterisk follows results filed as active; . = not tested or not shown; [ ] = another dose, or the depositor's remark. Only part of the results is shown; the hit share may differ from the screen's.

SMILES	Candida biofilm	H69AR inhibit	HUVEC inhibit	Fibroblast inh	ERa SRC1 pot	Smad3 FoxH1 inh	sEH act	ERb coact inh	ERa SRC1 inh
COc1cccc(NC(=O)Cc2nnc(SCC(=O)NC(C)c3ccccc3)n2C)c1 (stereo not drawn)	7.6	94.4	102.1	104.6	97.2	5.3	-13.5	-0.8	3.2
CC(C)OCCCNC(=O)c1ccncc1	5.9	93.0	100.5	100.3	121.9	1.6	.	-5.6	-0.3
Clc1ccc(OCCCc2nc(-c3ccncc3)no2)c(Cl)c1	0.7	75.2	114.2	98.7	98.2	0.5	4.8	-10.1	-3.6
COc1ccc(Br)cc1C1CC(=O)N2CN(Cc3ccccc3)CSC2=C1C#N (stereo not drawn)	6.7	89.3	94.5	93.8	82.6	14.7	-3.2	-17.2	-3.5
O=S(=O)(c1ccc(OCC(O)CN2CCC(Cc3ccccc3)CC2)cc1)N1CCOCC1 (stereo not drawn)	0.1	84.5	89.0	.	121.0	1.9[fluorescence artefact?]	-9.2	-3.2	-0.7
COc1ccc(Cl)cc1N1CC(c2nc3ccccc3[nH]2)CC1=O (stereo not drawn)	7.5	90.0	89.4	94.2	121.3[fluorescence artefact?]	-6.5	8.5	-17.7	-3.8
CC(=O)Nc1ccc(S(=O)(=O)N2CCCN(S(=O)(=O)c3ccc(NC(C)=O)cc3)CC2)cc1	3.4	55.3	106.0	98.1	129.2	0.4	0.7	0.1	-5.0
CCC1=NC(c2ccc(OC)cc2)N(O)C1(C)C (stereo not drawn)	3.6	90.5	86.9	106.3	99.6[fluorescence artefact?]	9.0	-1.1	11.3	-3.1
COc1cc(C(=O)NCCC(=O)NCCCN2CCCCC2C)cc(OC)c1OC (stereo not drawn)	7.2	102.5	87.6	99.3	137.9	-6.6	2.2	-15.5	-9.2
Cc1oc2cc3c(C(=O)N4CCN(c5ccccc5)CC4)c(C)oc3cc2c1C(=O)N1CCN(c2ccccc2)CC1	11.1	79.0	101.0	102.0	89.7	-4.3	-1.3	-3.1[fluorescence artefact?]	-2.7
CCC(=O)Nc1nc(=S)ss1	-4.3	88.1	88.1	100.6	97.5	10.9	-2.1	0.4	0.4
O=C(NCCCN1CCN(Cc2ccccc2)CC1)c1nnc(Cc2c(F)cccc2Cl)o1	8.8	73.8	72.8	91.3	118.6	3.0	-5.6	-8.4[fluorescence artefact?]	-10.9
O=C(CN(Cc1cccs1)C(=O)CSc1nnc(COc2ccccc2)o1)NC1CCCCC1	5.2	39.5*	88.3	91.2	95.9	7.6[fluorescence artefact?]	7.1	-9.6	-4.7
COC(=O)C1=CNC=C(C(=O)OC)C1c1ccc(Cl)cc1	-4.3	98.6	108.0	100.4	126.3	5.8	0.4	-3.6	-7.3[fluorescence artefact?]
CCC(C)Cn1c(S(=O)(=O)O)nc2ccccc21 (stereo not drawn)	4.3	97.3	99.9	.	98.4	-5.4	0.7	-7.0	-1.7
CCOC(=O)c1ccc(N2C(=O)c3n[nH]c(C)c3C2c2ccc(OC)cc2OC)cc1 (stereo not drawn)	3.0	68.9	84.2	87.5	80.5	-0.7	-3.1	3.4	-1.6
CC(OC(=O)CN(C)S(=O)(=O)c1ccc(Cl)cc1)C(=O)Nc1ncc(Cl)cc1Cl (stereo not drawn)	0.6	110.1	98.0	97.1	98.6	-5.3	-11.6	-6.5	-4.6
CCOC(=O)C(C(=O)Nc1nc2ccccc2s1)C1CCCCC1 (stereo not drawn)	3.0	96.0	101.4	93.5	93.4	5.0	0.6	-10.8	8.2
O=C(c1ccco1)N1CCN(c2ncnc3c(-c4ccccc4)nsc23)CC1	5.4	86.9	98.3	97.9	124.0	-5.8	7.3	-7.0	0.8
Cc1ccc(C(C)C)c(OCC(=O)Nc2ccc3c(c2)nc(CN2CCCC2)n3C)c1	-3.6	80.7	25.3*	90.8	83.2	5.2	-11.9	2.6	3.1
CCN(CC)c1ccc2cc(C(=O)Nc3ccc(-n4cnnn4)c(OC)c3)c(=O)oc2c1	1.0	54.1	86.8	108.7	78.6[fluorescence artefact?]	-30.9	.	19.2[fluorescence artefact?]	41.4
COC(=O)c1[nH]c2ccc(C)cc2c1NC(=O)C(C)N1CCN(C2CCCCC2)CC1 (stereo not drawn)	1.0	79.4	58.5	105.6	112.6	-1.1	9.1	-14.1	-14.7
CC(C)(C)NC(=O)CSc1nnnn1C(C)(C)C	7.8	90.0	91.6	58.5	111.7	-15.3	-8.2	-1.5[fluorescence artefact?]	-3.0
COc1ccc(Cl)cc1N1CCN(CCNC(=O)Nc2ccccc2C)CC1	-0.1	19.2*	5.3*	74.6	95.6	-2.8	-14.3	-24.0	-21.9
CCCCN(CCCNC(=O)C1CCCN(S(=O)(=O)CC)C1)Cc1ccccc1 (stereo not drawn)	0.1	92.2	89.2	95.8	119.0	5.3	14.7	5.9[fluorescence artefact?]	-5.8

Some entries already given, reduced to ERb coact inh, ERa SRC1 pot and Candida biofilm:
Compound,ERb coact inh,ERa SRC1 pot,Candida biofilm
COc1cccc(NC(=O)Cc2nnc(SCC(=O)NC(C)c3ccccc3)n2C)c1 (stereo not drawn),-0.8,97.2,7.6
CC(C)OCCCNC(=O)c1ccncc1,-5.6,121.9,5.9

The listing continues:
SMILES	Candida biofilm	H69AR inhibit	HUVEC inhibit	Fibroblast inh	ERa SRC1 pot	Smad3 FoxH1 inh	sEH act	ERb coact inh	ERa SRC1 inh
Cc1oc(-c2cccc(Cl)c2)nc1CN1CCC(C(=O)N2CCN(c3ccccn3)CC2)CC1	1.1	33.3*	35.0	74.4	86.0	-7.1	.	-1.7[fluorescence artefact?]	-0.8
CCCCCn1c(=O)c(C(=O)OCC)c(O)c2ccccc21	7.5	94.0	94.3	102.9	115.8	-0.6	.	-0.5	-4.3
CCOc1ccc(C2C(C(=O)OC)=CN(CCOC)C=C2C(=O)OC)cc1	-0.1	86.6	96.2	94.9	102.1	-0.2	.	-6.7	-2.5
Cc1ccc(Nc2nc(C)cc(C)c2C(N)=O)cc1	-0.5	102.5	102.5	97.8	99.8[fluorescence artefact?]	-6.6	11.9	-1.4	-8.2
Cc1oc2cc(O)cc(O)c2c(=O)c1-c1ccc2c(c1)OCCCO2	10.3	76.5	125.7	104.1	102.9	-8.9	-2.2	-6.7	6.4
COc1nc(N(C#N)CC(N)=O)nc(N2CCCC2)n1	7.2	80.3	98.8	92.0	102.5	-0.3	9.9	-5.8[fluorescence artefact?]	17.1
CCOC(=O)c1[nH]c(C)c(C(=O)Nc2ccc(C)c(C)c2)c1C	1.8	95.6	64.9	83.7	115.1	1.4	2.3	17.7	-2.5
Cc1cc(C)c2c(CC(=O)NCc3ccco3)coc2c1	3.7	101.8	85.6	94.3	122.8	2.4	-14.6	1.1	1.0
O=C(c1ccccc1)c1cncc(Br)c1	7.2	96.3	96.1	99.5	103.0[fluorescence artefact?]	11.4	-1.9	-5.1[fluorescence artefact?]	-6.5
CCOc1ccc(C(=O)NCc2cccs2)cc1	-5.0	80.3	97.1	97.0	104.7	-15.6	0.4	19.0	7.4
Cc1nc2c(nnn2Cc2ccccc2)c(=O)n1-c1ccccc1	2.1	105.1	102.6	64.8	118.3[fluorescence artefact?]	11.7	-11.2	3.9	-9.0
CCOC(=O)c1cccc(NC(=O)CCc2c(C)nc3ncnn3c2C)c1	-4.3	76.3	108.2	99.5	109.0	-9.0	-2.3	-6.1	0.7
CCOC(=O)C(C)NC(=O)C(NC(=O)C1CCC(CC)CC1)C(C)C (stereo not drawn)	3.9	95.8	89.4	98.3	119.3	-3.2	.	4.2[fluorescence artefact?]	3.7
CC(=O)c1ccc(OCC(O)CN2CCCC(C)C2)cc1 (stereo not drawn)	-8.0	93.3	90.2	100.9	120.9	4.6	-3.1	-2.4	-9.9
Cc1cc(C)c2c(CN3CCN(CCO)CC3)cc(=O)oc2c1	3.2	90.2	86.7	96.9	103.9	-6.2	9.5	-10.6	-8.5
Nc1nnc(SCc2coc(-c3ccc(Cl)cc3)n2)s1	3.5	90.2	97.7	91.4	81.8	-10.9	-13.0	26.2[fluorescence artefact?]	27.2
CCOCCCn1cnc2c(c1=O)c1nc3ccccc3nc1n2-c1ccccc1	6.6	72.8	108.0	104.8	117.9	7.9	27.4	-2.6[fluorescence artefact?]	1.5
Cc1ccc2c(c1)OC(=O)CC2c1ccccc1 (stereo not drawn)	7.4	88.0	91.9	98.3	93.4	4.3	1.6	-9.6	0.1
O=C(NCc1cccs1)C1CCC(CNS(=O)(=O)c2cccc3nsnc23)CC1 (stereo not drawn)	5.4	97.1	107.6	88.0	104.5	0.3	-74.7	0.1	-4.4
CCOC(=O)Cc1c(C)nc2c(-c3ccccc3)c(C)[nH]n2c1=O	0.4	87.7	94.8	92.0	102.8	-5.8	8.4	4.8	11.1
C=CCC(Nc1ccccc1)C12C=CC(O1)C(C(=O)OC)=C2C(=O)OC (stereo not drawn)	-2.3	1.0*	45.4	3.1*	88.7	1.7	-6.5	-5.6	-2.1
COC1CCCCC1Nc1ccc(C)c(C)c1 (stereo not drawn)	0.7	90.7	100.9	101.0	102.2	-10.9	-7.3	-4.2	-9.4
O=C(Nc1cccc(NC(=O)c2ccc(Br)o2)n1)c1ccc(Br)o1	8.3	96.5	101.3	104.2	257.8*[fluorescence artefact?]	-50.4[fluorescence artefact?]	-9.4	21.6[fluorescence artefact?]	30.3[fluorescence artefact?]
O=C(Nc1ccc(Oc2ccccc2)cc1)c1ccco1	6.9	85.8	100.7	97.5	109.9	-3.9	-40.0	-2.7	0.3
CCC1CCCCN1Cc1nc2c(c(=O)n(C)c(=O)n2C)n1CCC(C)C (stereo not drawn)	3.2	92.2	108.3	98.1	101.4[fluorescence artefact?]	4.6	.	-9.4	-1.4[fluorescence artefact?]
Next part
SMILES	Candida biofilm	H69AR inhibit	HUVEC inhibit	Fibroblast inh	ERa SRC1 pot	Smad3 FoxH1 inh	sEH act	ERb coact inh	ERa SRC1 inh
Cc1cc(C(=O)NCCCN2CCCC2=O)no1	1.3	87.7	100.3	91.8	91.7	-11.8	2.5	-2.5	-4.2
Cc1ccc(C)c(N2CCN(C(=O)C(Cc3ccccc3)n3cccc3)CC2)c1 (stereo not drawn)	13.8	22.0*	109.9	90.3	99.6	-1.3	27.3	-4.0	-7.1
CCCCn1c(/N=C/c2ccc(N(C)C)cc2)nc2ccccc21	5.8	93.1	99.6	94.8	90.1	-3.4	6.0	-2.2[fluorescence artefact?]	-6.6[fluorescence artefact?]
O=C(CSc1nnc(-c2cnccn2)n1Cc1ccco1)Nc1ccc(Br)cc1	5.8	45.2	115.4	104.2	145.0	7.0	-22.7	-28.3	-21.5
Cc1cccc(N2CCN(C(=O)C3CCN(S(=O)(=O)c4cccc5cccnc45)CC3)CC2C)c1 (stereo not drawn)	1.2	79.1	59.1	88.7	59.7	0.2	-8.2	-2.0	-7.0
CCOC(=O)CC(/C(C)=N\O)c1ccccc1 (stereo not drawn)	0.3	98.5	93.1	108.2	119.8	0.9	.	-2.2[fluorescence artefact?]	6.3[fluorescence artefact?]
Cc1ccc(/C=N/n2c(C)nnc2C)cc1	4.6	77.8	100.3	95.2	109.2	-7.8	-7.9	4.9	7.8
Cc1ccccc1NCc1ccccc1O	2.3	94.2	80.3	95.9	98.1	0.1	.	-0.7	-4.2
